Bioassay records from PubChem BioAssay.
KCNQ1 inh: inhibitors of human KCNQ1 potassium channel; CHO-K1 KCNQ1, FluxOR thallium flux fluorescence; hits give high values; B-score at 10 µM; P51787; 310,000 tested, 1.3% active; AID 2642;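 active = compounds whose thallium flux B-score, printed positive for inhibition, exceeds three library SD while starting fluorescence stays within three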;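 note: channel opened by potassium depolarization with thallium stimulus after 20 min compound exposure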
TRPC4 act: opens the mouse TRPC4 cation channel; Q9QUQ5; HEK293 TRPC4beta/mu-opioid, Fluo4 calcium fluorescence; hits give high values; B-score at 10 µM; 310,000 tested, 0.49% active; AID 2237;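 active = B-score above 5 SD of library B-scores, and initial fluorescence ratio not above library mean plus 5 SD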;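 note: positive B-score marks a calcium rise read as TRPC4 activation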
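Test system: HEK293 cells stably co-expressing mouse TRPC4beta and mu-opioid receptor | Schedule: Fluo4 dye loading 45 min at room temperature, 110 s recording | Measured by: Kinetic Fluo4 calcium fluorescence, 5 s baseline at 1 Hz | Evaluation: B score of integrated ratio | Controls: Buffer (low) and maximal DAMGO (high)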
TRPC4 PAM: TRPC4 (mouse) allosteric potentiation; Q9QUQ5; HEK293 TRPC4beta/mu-opioid, DAMGO EC20, Fluo-4 Ca2+ flux; hits give high values; B-score at 10 µM; 310,000 tested, 0.42% active;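 active = B-score of calcium response area above 5 SD of library B-scores, with initial fluorescence ratio within 5 SD of library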;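 note: B-score of integrated fluorescence ratio over time as area under calcium response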
KCNQ1 act: potentiators or activators of human KCNQ1 potassium channel; P51787; CHO-K1 KCNQ1, thallium flux FluxOR fluorescence; hits give high values; B-score at 10 µM; 310,000 tested, 0.35% active; AID 2648;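 active = fluorescence ratio B-score, a plate-corrected score, at least three library SD, with initial intensity B-score within 5 SD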
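assay system = CHO-K1 cells stably expressing KCNQ1 | medium = assay buffer, equal DMSO in all wells | timing = 37 °C overnight plating, 90-min dark dye load, 20-min compound pretreatment | measured by = kinetic FluxOR thallium fluorescence, 10-s 1-Hz baseline, 110-s post-stimulus read | measure = fluorescence change relative to baseline, converted to B score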
hERG rescue: hERG (human) protection from proarrhythmic block; Q12809; CHO-hERG, FluxOR thallium flux, dofetilide IC70 present; activation (rescue from dofetilide block), less the hit threshold, % at 10 µM; 310,000 tested, 0.51% active;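 active = activation above the mean of controls blocked by dofetilide plus 5 SD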;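 note: thallium influx through hERG after potassium depolarization seen as dye fluorescence rise; in these data hits start at about 4.7%; inactives centre near -7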
ANO1 block: blocks the mouse calcium-activated chloride channel TMEM16A; Q8BHY3; HEK293 TMEM16A/YFP iodide influx fluorescence, ionomycin; normalized B-score (activity score, 25-100; higher = stronger inhibition) at 10 µM; 310,000 tested, 1.2% active; AID 588511;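 active = ratio plate-corrected score three or more library SD toward inhibition, starting fluorescence score within five deviations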;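 note: score derived from kinetic fluorescence span divided by baseline fluorescence per well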
Target sequence (Q8BHY3 whole entry, looked up): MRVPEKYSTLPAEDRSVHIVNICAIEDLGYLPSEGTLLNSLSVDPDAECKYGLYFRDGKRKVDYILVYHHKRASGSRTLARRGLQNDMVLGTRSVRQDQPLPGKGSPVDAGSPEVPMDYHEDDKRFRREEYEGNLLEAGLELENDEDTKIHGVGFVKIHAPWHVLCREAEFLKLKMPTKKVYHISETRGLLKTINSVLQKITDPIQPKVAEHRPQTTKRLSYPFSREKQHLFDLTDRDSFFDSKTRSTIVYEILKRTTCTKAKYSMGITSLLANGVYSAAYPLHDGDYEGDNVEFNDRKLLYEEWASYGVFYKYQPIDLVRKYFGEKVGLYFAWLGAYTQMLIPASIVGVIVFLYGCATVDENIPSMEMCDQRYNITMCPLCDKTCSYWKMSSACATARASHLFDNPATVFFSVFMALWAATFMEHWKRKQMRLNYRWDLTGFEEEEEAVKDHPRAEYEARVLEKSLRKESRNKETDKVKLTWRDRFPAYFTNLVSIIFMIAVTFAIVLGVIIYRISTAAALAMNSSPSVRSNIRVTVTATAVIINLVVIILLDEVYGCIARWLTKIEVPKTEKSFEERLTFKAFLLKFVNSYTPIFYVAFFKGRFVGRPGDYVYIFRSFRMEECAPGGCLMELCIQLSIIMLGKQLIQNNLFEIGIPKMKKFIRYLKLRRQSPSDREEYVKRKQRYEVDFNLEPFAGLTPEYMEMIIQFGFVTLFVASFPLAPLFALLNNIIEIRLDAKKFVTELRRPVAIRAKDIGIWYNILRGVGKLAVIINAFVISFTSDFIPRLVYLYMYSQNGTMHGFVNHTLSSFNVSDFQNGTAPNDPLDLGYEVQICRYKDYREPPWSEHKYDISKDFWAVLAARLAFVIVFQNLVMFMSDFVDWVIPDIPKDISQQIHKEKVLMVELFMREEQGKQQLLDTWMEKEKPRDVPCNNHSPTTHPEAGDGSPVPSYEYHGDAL
KCNK3 inh: human KCNK3 channel inhibition, primary screen; CHO-KCNK3 thallium flux, FluxOR fluorescence; hits give low values; 340,000 tested, 0.84% active; O14649; AID 602410; B-score at 10 µM;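 active = B-score under library mean minus 4 SD, starting fluorescence ratio at most library mean plus 5 SD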;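 note: more negative B-score means stronger inhibition of thallium flux through KCNK3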
KCNK9 inh: human KCNK9 channel inhibition; HEK293 KCNK9, FluxOR thallium flux fluorescence; hits give low values; B-score at 10 µM; 310,000 tested, 1.2% active; AID 488922;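 active = ratio B-score over 3 SD below the library mean, with starting fluorescence within 5 SD of its mean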;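 note: negative B-score means less thallium flux so channel inhibition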
ANO1 activ: mouse TMEM16A channel activation, primary screen; B-score at 10 µM; 340,000 tested, 0.3% active; AID 623877; HEK293 TMEM16A/YFP-H148Q/I152L, iodide quench fluorescence; hits give low values;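 active = fluorescence-ratio B-score plate-corrected deviation score at least 3 library SD below zero, with starting fluorescence score within 5 deviations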;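 note: channel opened by trigger with iodide after compound preincubation; score built on the fluorescence ratio of max minus min over baseline; more negative score means more quench and so TMEM16A activation or potentiation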
HDAC3 inhib: human HDAC3 inhibition. O15379. recombinant HDAC3, fluorogenic peptide/trypsin coupled, fluorescence. inhibition, % at 8.3 µM. 320,000 tested, 0.15% active. AID 2718; in the data active = inhibition above about 26%, passing the limit was not always enough
Dyrk1A ADPGlo: blocks rat Dyrk1A kinase activity | AID 504441 | inhibition, % at 12.5 µM | Q63470 | 310,000 tested, 0.43% active | ADP-Glo luminescence, NFATc1 peptide; in the data active = inhibition above about 50%;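 note: plate controls were vehicle with enzyme for no effect and no enzyme for full effect; many of its hits are not listed in these tables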
* = called active by the depositor; i = inactive; . = not tested or not shown. Only part of the results is shown (hit frequency here may not be typical).

SMILES	KCNQ1 inh	TRPC4 act	TRPC4 PAM	KCNQ1 act	hERG rescue	ANO1 block	KCNK3 inh	KCNK9 inh	ANO1 activ	HDAC3 inhib	Dyrk1A ADPGlo
Oc1ccc(/C(Cc2ccccn2)=N\Nc2ccccc2)c(O)c1	i	i	i	i	-12	i	i	i	i	4	.
COC(=O)c1cc(NC(=S)N2CCN(c3ccccn3)CC2)cc(C(=O)OC)c1	i	i	i	i	-19	i	i	i	i	1	-2
CCOC(=O)C1=C(CNCCc2ccc(Cl)cc2)NC(=O)NC1c1ccc2c(c1)OCO2 (centres undefined)	i	i	i	i	-13	i	i	i	i	14	-3
Cc1ccc(S(=O)(=O)N2CCC(C(=O)Nc3ccc4c(c3)OCO4)CC2)cc1	i	i	i	i	-20	i	i	i	i	2	-5
CC1(C)Cc2c(C#N)c(OCC(=O)c3ccc(Cl)cc3)nc(-c3ccco3)c2CO1	i	i	i	i	-3	i	i	i	i	6	3
CONC(=O)c1cc(OCC(F)(F)F)ccc1OCC(F)(F)F	i	i	i	i	-3	i	i	i	i	10	-3
O=C(Nc1ccsc1C(=O)O)c1cccc(Oc2ccccc2)c1	i	i	i	i	-31	100*	i	i	i	-10	13
CCOc1ccccc1C(=O)NC1CCNCC1	i	i	i	i	0	i	i	i	i	-7	0
Cc1cc(C)nc(Nc2cccc3ccccc23)n1	i	i	i	i	-7	i	i	i	i	1	-5
Cc1ccc(S(=O)(=O)/N=C(/c2ccc(F)cc2)N(C)C)cc1	i	i	i	i	-7	i	i	i	i	-1	1
O=c1ccc2ccc(OCc3nnc(-c4ccccc4Br)o3)cc2o1	i	i	i	i	-13	i	i	i	i	-10	-7
Cc1cc(C)n(-c2nc(-n3nc(C)cc3C)c3c4c(sc3n2)COC(C)(C)C4)n1	i	i	i	i	-14	i	.	i	.	-6	.
COc1ccccc1-n1c(SCC(=O)OC(C)C)nc2cccnc21	i	i	i	i	-8	i	i	i	i	-2	-3
COc1ccc(CNC(=O)CN2C(=O)COc3ccc(S(=O)(=O)N4CCC(C)CC4)cc32)cc1	i	i	i	i	-7	i	i	i	i	-1	.
CC(C)CNC(=O)NC(=O)COC(=O)c1cccc(NS(=O)(=O)c2ccc(F)c(F)c2)c1	i	i	i	i	-9	i	i	i	i	3	-4
CN(C(=O)COC(=O)c1cc([N+](=O)[O-])ccc1Sc1ccccc1)C1CCS(=O)(=O)C1 (centres undefined)	i	i	i	i	-5	i	i	i	i	9	0
Cc1ccc(NC(=O)CSc2nnc(-c3ccccn3)n2N)cc1F	i	i	i	i	-11	i	i	i	i	4	.
CCOC(=O)c1sc(NC(=O)C(CC)Sc2nnc3c4ccccc4n(CC)c3n2)nc1C (centres undefined)	i	i	i	i	-15	i	i	i	i	0	8
CCOC(=O)NC(=O)/C(C#N)=C(/C)N(C)C	i	i	i	i	-5	i	i	i	i	0	-2
CCCCn1c(N)c(N(CCOC)C(=O)c2ccc(-c3ccc([N+](=O)[O-])cc3)o2)c(=O)[nH]c1=O	i	i	i	i	-9	i	i	i	i	6	1
Cc1cc(/C=N\NC(=O)COc2cccc3cccnc23)c(C)n1-c1ccc(Br)cc1	i	i	i	i	-7	i	i	i	i	5	.
COc1ccc(CNC(=O)Cn2ncn3cccc3c2=O)cc1	i	i	i	i	-12	i	.	i	.	2	.
Cc1c2c(nc3ccccc13)CCC(C(C)(C)C)C2 (centres undefined)	i	i	i	i	-10	i	i	i	i	4	5
Cn1nc(C(C)(C)C)cc1C(=O)NNC(=O)c1ccc(C(F)(F)F)cc1	i	i	i	i	-13	i	i	i	i	5	2
O=C(O)c1ccc(N/N=C/c2ccc(-c3ccc(Br)cc3)o2)cc1	i	i	i	i	-9	i	i	i	i	-1	-4
SMILES	KCNQ1 inh	TRPC4 act	TRPC4 PAM	KCNQ1 act	hERG rescue	ANO1 block	KCNK3 inh	KCNK9 inh	ANO1 activ	HDAC3 inhib	Dyrk1A ADPGlo
Cc1c(C(=O)N2CCCCC2C)sc2ncnc(N3CCc4ccccc4C3)c12 (centres undefined)	i	i	i	i	-14	i	i	i	i	-4	5
O=c1cc(-c2cccc(Br)c2)nc(-c2ccccc2F)o1	i	i	i	i	-4	i	i	i	i	2	4
CC(=O)c1ccc(OCCCC(=O)Nc2ccc(C)c(S(=O)(=O)N(C)C)c2)cc1	i	i	i	i	-11	i	i	i	i	0	-5
C=C(C)Cn1c(=S)[nH]c2ccccc2c1=O	i	i	i	i	-12	i	i	i	i	-1	3
CC(C)Cn1c(N)c(C(=O)COC(=O)c2cccnc2Cl)c(=O)n(C)c1=O	i	i	i	i	-21	i	i	i	i	2	-5
CSc1cccc(NC(=S)N(CCC(C)C)C(C)c2ccncc2)c1 (centres undefined)	i	i	i	i	-9	i	i	i	i	3	7
O=C(CNS(=O)(=O)c1ccccc1)N/N=C/c1ccccc1[N+](=O)[O-]	i	i	i	i	-5	i	i	i	i	-1	-7
CC1CCCC(NC(=O)COC(=O)c2ccccc2NC(=O)c2ccco2)C1C (centres undefined)	i	i	i	i	-12	i	i	i	i	-14	2
COc1ccccc1N1CCN(C(c2cccs2)C(C)NC(=O)C(=O)N2CCOCC2)CC1 (centres undefined)	i	i	i	i	-13	i	i	i	i	-14	-1
COC(=O)c1ccc(NC(=O)C2CCCCC2C(=O)O)cc1 (centres undefined)	i	i	i	i	-12	i	i	i	i	-4	1
Cc1nn(C)cc1C(=O)Nc1cc(Oc2ccc(Cl)cc2)cc([N+](=O)[O-])c1	i	i	i	i	-9	i	i	i	i	0	-7
CCn1c(/C=C/c2ccccc2[N+](=O)[O-])nc2ccccc2c1=O	i	i	i	i	-13	i	i	i	i	-11	-2
Cc1ccc(C(=O)NCCc2n[nH]c(=S)n2C)cc1	i	i	i	i	-5	i	i	i	i	-1	-1
C/C(=C/C#N)Nc1ccc(C)cc1	i	i	i	i	-3	i	i	i	i	3	.
O=C(N/N=C/c1c(F)c(F)c(F)c(F)c1F)c1ccc(Cn2cc(Br)cn2)o1	i	i	i	i	-11	i	i	i	i	-1	-2
Cc1ccc(C(=O)O)cc1S(=O)(=O)NCC1CCCO1 (centres undefined)	i	i	i	i	-7	i	i	i	i	2	12
C/C(=N\Nc1c(Cl)c(Cl)nc(C(=O)O)c1Cl)c1ccc(O)cc1	i	i	i	i	-4	i	i	i	i	-4	-2
CN1CCN(C(=O)/C=C/c2ccc(C#N)cc2)CC1	i	i	i	i	-4	i	i	i	i	-3	1
O=C(NCCc1ccc(Cl)cc1)c1ccc2nc[nH]c2c1	i	i	i	i	-16	i	i	i	i	3	5
COc1cccc(-c2cc(C(=O)NC3CCCC3)no2)c1	i	i	i	i	-11	i	i	i	i	2	-2
O=C(CSc1ccc(F)cc1)Nc1ccc2c(c1)C(=O)NC2=O	i	i	i	i	-5	i	i	i	i	6	41
CNC(=S)N/N=C/c1c(C(=O)OC)cnn1-c1ccc(F)cc1F	i	i	i	i	-3	i	i	i	i	4	-2
CCOC(=O)c1ccc(NC(=O)c2nc[nH]c2C(=O)NC2CCN(C(=O)OC(C)(C)C)CC2)cc1	i	i	i	i	-8	i	i	i	i	2	7
CCOc1ccc(Br)cc1S(=O)(=O)N1CCSC1	i	i	i	i	-1	i	-9*	i	i	1	1
CC(=O)c1ccc(NC(=O)CSc2nc3nc(C)cc(C)n3n2)cc1	i	i	i	i	-1	i	i	i	i	-1	3

Single values from above:
Entry of CSc1cccc(NC(=S)N(CCC(C)C)C(C)c2ccncc2)c1 (centres undefined) in Dyrk1A ADPGlo: 7
Entry of CCOC(=O)c1ccc(NC(=O)c2nc[nH]c2C(=O)NC2CCN(C(=O)OC(C)(C)C)CC2)cc1 in HDAC3 inhib: 2

Going on with the list:
SMILES	KCNQ1 inh	TRPC4 act	TRPC4 PAM	KCNQ1 act	hERG rescue	ANO1 block	KCNK3 inh	KCNK9 inh	ANO1 activ	HDAC3 inhib	Dyrk1A ADPGlo
COC(=O)[C@H](CCSC)NC(=O)Nc1ccc(OC)cc1	i	i	i	i	-5	i	i	i	i	-3	-6
C=CCOc1ccccc1/C=N/NC(=O)c1ccc(Cl)cc1Cl	i	i	i	i	-5	i	i	i	i	-1	0
CCCC(O)(c1ccc(Cl)cc1)C(CN1CCOCC1)c1ccccc1 (centres undefined)	i	i	i	i	-10	i	i	i	i	.	.
CC(=O)NNC(=O)c1cc2sccc2s1	i	i	i	i	-8	i	i	i	i	-5	7
CCn1c(C)nc2cc(S(=O)(=O)C(F)F)ccc21	i	i	i	i	-8	i	i	i	i	-1	2
c1ccc2c(c1)oc1c(Nc3ccc(CN4CCOCC4)cc3)ncnc12	i	i	i	i	-15	i	i	i	i	1	29
O=C(NCCc1cnn(-c2ccccc2)c1)c1cc(COc2c(F)cccc2F)on1	i	i	i	i	-6	i	i	i	i	2	-5
Cc1ccc(OCc2ccc(C(=O)O)o2)cc1C	i	i	i	i	-4	i	i	i	i	-2	-3
Cc1ccc(C)c(NC(=S)NCCN(C2CCCCC2)C2CCCC2)c1	i	i	i	i	-5	i	i	i	i	3	-2
Cc1ccc(NC(=O)Cc2c[nH]c3ccccc23)cc1S(=O)(=O)N1CCCCCC1	i	i	i	i	-8	i	i	i	i	7	-4
COc1ccccc1CN(Cc1nc2ccccc2c(=O)[nH]1)C(=O)Nc1ccccc1C	i	i	i	i	-4	i	i	i	i	3	-1
CCOC(=O)N1CCN(C(=O)N2CCOCC2)CC1	i	i	i	i	-1	i	i	i	i	-10	4
NC(=O)N1CCN(C(=O)c2ccco2)CC1	i	i	i	i	-6	i	i	i	i	-12	2
Cc1ccc(CNC(=O)Nc2ccccc2)c(C)c1	i	i	i	i	1	i	i	i	i	5	-1
COc1ccc(C(=O)NCCc2nnc3ccc(SCC(=O)N4CCCCC4)nn23)cc1	i	i	i	i	-6	i	i	i	i	-11	0
Cc1ccc(/C=N/NC(=O)c2cccc(NC(=O)c3ccccc3C)c2)o1	i	i	i	i	-9	i	i	i	i	4	4
Cc1ccc(-n2c(SCC(N)=O)nnc2-c2ccccn2)cc1C	i	i	i	i	-3	i	i	i	i	-5	5
Fc1cccc(/C=N/Nc2ccc(Cl)nn2)c1	i	i	i	i	-3	i	i	i	i	.	2
CCOC(=O)c1ccccc1NC(=O)COC(=O)CSc1ccccc1	i	i	i	i	-5	i	i	i	i	0	3
Nc1nccc(-c2nn(-c3ccc(Cl)cc3)ccc2=O)n1	i	i	i	i	-7	i	i	i	i	.	.
CCCCn1c(N)c(N(CCOC)C(=O)C2CCN(S(=O)(=O)c3ccc(Cl)cc3)CC2)c(=O)[nH]c1=O	i	i	i	i	-12	i	i	i	i	-3	1
